# AGP1 TOR yeast – modulators of AGP1-GFP expression in yeast TOR pathway, primary screen, cell-based, multiplex flow cytometry, S. cerevisiae, MLPCN library. 3 h; GFP as percent of DMSO wells. GFP response vs DMSO, % at 10 µM. 320,000 compounds, 0.02% hits. AID 2066, 2009;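 active = GFP response relative to DMSO above a set limit, near screen average plus 3 SD, cut at about 150% in these data; inconclusive = fewer than 70 cells counted for the yeast strain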;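 note: median GFP channel fluorescence of the gated AGP1 strain per well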
# MEP2 TOR yeast – modulators of MEP2-GFP levels in yeast, primary screen, S. cerevisiae, multiplex flow cytometry, MLPCN library. S. cerevisiae MEP2-GFP strain, 3 h; 100% = DMSO control level. GFP response vs DMSO, % at 10 µM. 330,000 compounds, 0.51% hits;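 active = GFP response versus DMSO above a set limit, roughly screen mean plus 3 SD, cut at about 180% in these data; inconclusive = fewer than 70 cells counted for a yeast strain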;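 note: median GFP fluorescence of the barcode-gated MEP2-GFP cells per well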
# CIT2 TOR yeast – modulators of CIT2-GFP expression in yeast, primary screen, S. cerevisiae, GFP fusion, multiplex flow cytometry, MLPCN library. 320,000 compounds, 0.065% hits. S. cerevisiae CIT2-GFP strain, 3 h; 100 means same as DMSO wells. GFP response vs DMSO, % at 10 µM. AID 2029, 2009;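 active = GFP response relative to DMSO above a set limit, near the screen mean plus 3 SD, cut at about 150% in these data; inconclusive = Fewer than 70 cells measured for a yeast strain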;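 note: ratio of well median GFP fluorescence to mean of DMSO wells on the plate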
# LAP4-GFP MLPCN – modulators of LAP4-GFP expression in yeast, primary screen, S. cerevisiae, multiplex flow cytometry, MLPCN library | GFP response vs DMSO, % at 10 µM | 3 h; median GFP as percent of DMSO wells | 320,000 compounds, 0.34% hits | AID 2023, 2009;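 active = GFP response vs DMSO above a set limit, about the screen mean plus 3 SD, cut at about 150% in these data; inconclusive = under 70 cell events counted for the yeast strain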
# procasp3 activ – activators of human procaspase-3 D3A mutant, primary screen, biochemical, absorbance, PC-3 D3A mutant, single concentration; Caspase-3 (Homo sapiens), P42574; recombinant procaspase-3 D3A, Ac-DEVD-pNA absorbance 405 nm; activation, % at 8.5 µM; 330,000 compounds, 0.11% hits;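 active = activation above the mean of all tested compounds plus 3 SD, cut at about 21% in these data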;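 note: 0% = DMSO alone and 100% = DMSO wells spiked with extra 5 µM PC-3 D3A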
# Target sequence (P42574 whole entry D9A/D28A/D175A): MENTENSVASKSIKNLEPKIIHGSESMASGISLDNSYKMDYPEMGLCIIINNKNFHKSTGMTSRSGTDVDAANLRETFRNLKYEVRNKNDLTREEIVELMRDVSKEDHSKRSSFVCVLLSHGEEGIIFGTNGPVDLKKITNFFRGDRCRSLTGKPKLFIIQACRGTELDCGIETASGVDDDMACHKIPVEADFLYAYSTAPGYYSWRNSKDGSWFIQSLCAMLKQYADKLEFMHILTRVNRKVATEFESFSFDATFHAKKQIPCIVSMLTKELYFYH
#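 Test system: Procaspase-3 D3A mutant; medium: Zinc-free HEPES/NaCl buffer with 0.01% Triton X-100 at pH 7.4; reagent: DEVD-pNA substrate; doses: one concentration, 8.5 µM nominal, 0.8% DMSO; times: 1 h preincubation plus 2 h reaction at 25 °C; signal: Epi-absorbance at 405 nm of released p-nitroaniline, 0 and 120 min; replicates: singlicate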
# AHR act – AHR activators, primary screen, cell-based, luminescence, luciferase reporter, human. Aryl hydrocarbon receptor (Homo sapiens), P35869. AHR-responsive luciferase reporter cells. activation, % at 5 µM. 320,000 compounds, 2.5% hits; in the data active = activation above about 47%;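 note: 0% = vehicle wells and 100% = reference agonist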
# proCasp7 act – procaspase-7 activators, primary screen, counter-screen for procaspase-3 activator project, biochemical, absorbance, HTS, human | Caspase-7 (Homo sapiens), P55210 | recombinant procaspase-7, Ac-DEVD-pNA absorbance 405 nm; D23A/D198A/D206A triple mutant, cannot self-cleave; scale: DMSO 0, 5 µM enzyme 100 | activation, % at 8.5 µM | 330,000 compounds, 0.093% hits | AID 463210, 2010;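 active = percent activation above the screen-wide mean plus 3 SD, cut at about 25% in these data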
# Target sequence (P55210 whole entry D23A/D198A/D206A): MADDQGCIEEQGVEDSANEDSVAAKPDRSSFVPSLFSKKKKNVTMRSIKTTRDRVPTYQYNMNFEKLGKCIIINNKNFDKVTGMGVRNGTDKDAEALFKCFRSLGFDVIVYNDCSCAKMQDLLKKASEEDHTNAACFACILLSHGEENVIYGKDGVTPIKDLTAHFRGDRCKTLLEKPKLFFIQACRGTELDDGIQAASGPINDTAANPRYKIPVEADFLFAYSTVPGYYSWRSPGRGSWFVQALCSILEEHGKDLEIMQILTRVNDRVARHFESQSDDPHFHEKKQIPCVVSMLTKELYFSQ
#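 Assay system: Uncleavable procaspase-7 mutant enzyme / Input: 2 µM procaspase-7 mutant as dispensed / Dosing: single nominal 8.5 µM compound dose, 0.8% DMSO final / Timing: 1 h enzyme–compound preincubation and 2 h substrate reaction, both 25 °C / Detection: p-Nitroaniline absorbance at 405 nm, read at 0 and 120 min / Replication: singlicate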
# RPL19A-GFP yeast – RPL19A-GFP expression modulators in yeast, primary screen, cell-based, S. cerevisiae, multiplex flow cytometry, MLPCN. S. cerevisiae RPL19A-GFP strain, 3 h; hits give low values. percent response vs DMSO, % at 10 µM. 330,000 compounds, 0.3% hits;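 active = percent response vs DMSO below 50%; inconclusive = fewer than 70 events counted for the yeast strain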;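 note: median channel GFP fluorescence of the barcoded RPL19A-GFP strain; ratio of sample median GFP to plate DMSO average so 100% = DMSO; lower means less RPL19A-GFP as with rapamycin TOR inhibition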
# * = called active by the depositor; ? = inconclusive; / = no result given; & = joins results of further samples; [ ] = another dose, or the depositor's remark.
# The line under a structure holds: AGP1 TOR yeast	MEP2 TOR yeast	CIT2 TOR yeast	LAP4-GFP MLPCN	procasp3 activ	AHR act	proCasp7 act	RPL19A-GFP yeast
1	O=C(CN1CCN(c2ccccc2F)CC1)Nc1ccccc1F
  124	115	122	126	-3	2	5	118
2	COc1ccc(Br)cc1CNc1ccc(S(N)(=O)=O)cc1
  92	93	93	87	0	8	-4	99
3	Cc1ccc(S(=O)(=O)N2CCN(C(=O)CCOc3cc(C)ccc3C)CC2)cc1
  89	82	93	85	5	0	-3	87
4	CC(=O)N/N=C/C1=CCC2CC1C2(C)C (configuration not stated)
  90	90	91	91	-5	-2	14	91
5	Cc1cc(C)cc(NC(=O)N2c3ccccc3NC(=O)CC2C)c1 (configuration not stated)
  103	98	102	108	-2	5	11	96
6	O=C(Cc1ccccc1)N1CCN(C(=O)c2ccc([N+](=O)[O-])cc2)CC1
  111	119	113	106	-3	2	-5	120
7	CCOC(=O)c1c(C)[nH]c(N=Nc2ccccc2)c1C
  93	102	104	110	-14	4	-4	98
8	O=C(COC(=O)CC(c1ccccc1)c1ccccc1)Nc1ccc(F)c(F)c1
  102	104	99	104	2	0	0	100
9	CN(C)c1cccc(NC2=CC(=[N+]3CCOCC3)CC(C)(C)C2)c1
  96	94	93	92	-4	8	9	97
10	CC1=Nc2ccccc2/C1=C\c1nc(-c2ccccc2)oc1O
  92	106	91	105	15	20	-20	95
11	COc1ccc([C@H]2CC(=O)C=C(c3cc(C)ccc3OC)C2)cc1
  99	99	101	108	4	5	0	100
12	COc1ccc(S(=O)(=O)N2CCOC2CNC(=O)C(=O)NCCCN2CCOCC2)cc1 (configuration not stated)
  112	98	106	108	-9	4	7	106
13	O=S(Cc1cc(Oc2ccccc2)nc(-c2ccccc2)n1)c1ccccc1 (configuration not stated)
  99	103	99	102	-1	1	-5	96
14	Cc1cc(NC(=O)COn2nnc3ccc(S(C)(=O)=O)cc32)ccc1Br
  102	99	98	112	6	22	8	98
15	O=C(CN1C(=O)NC2(CCCC2)C1=O)Nc1ccc(F)cc1
  101	99	96	95	-7	2	7	98
16	COc1ccc(-c2csc(NC(=O)C3CSC4(C)CCC(=O)N34)n2)c(OC)c1 (configuration not stated)
  110	106	105	108	-2	1	8	105
17	CC(On1c(-c2ccccc2)nc2ccc(Cl)cc21)C(=O)O (configuration not stated)
  98	107	103	89	3	3	-6	101
18	CCOC(=O)CC(NC(=O)C1c2ccccc2Oc2ccccc21)c1ccc(C)cc1 (configuration not stated)
  90	84	93	86	-4	1	-2	105
19	Cc1cccc(CN2CCN(Cc3cnn(-c4ccccc4F)c3)CC2CCO)n1 (configuration not stated)
  100	101	100	95	6	4	-1	100
20	O=C(COC(=O)C1(c2ccccc2F)CCCC1)NCc1ccc2c(c1)OCO2
  95	110	103	112	1	9	6	85
21	COc1ccc(/C=N\n2nnc3ccccc32)cc1
  92	98	87	105	-3	13	-12	100
22	CN(CCO)c1cc(Sc2nc3ccccc3s2)c2nonc2c1[N+](=O)[O-]
  111	110	93	134	-27	13	-24	107
23	CC(=O)N1c2ccc(S(=O)(=O)N3CCC(C(=O)Nc4ccc(F)cc4)CC3)cc2CC1C (configuration not stated)
  99	99	94	96	-1	1	-4	99
24	COc1ccc(OCC(=O)N2CCN(C(=O)c3ccc(F)cc3)CC2)cc1
  102	92	105	76	-1	-3	-1	105
25	CCOc1ccc(S(=O)(=O)N2CCN(c3ccccc3)CC2)c2cccnc12
  97	101	90	103	2	1	1	100
26	Cc1ccc(SCC2=NNC(=O)C2)cc1
  27[may fluoresce violet]	249*[may fluoresce violet]	?	117[may fluoresce violet]	-2	-1	-13	38*[may fluoresce violet]
27	O=C(C[n+]1cc(-c2ccccc2)n2c1CCC2)c1cccs1
  109	111	108	113	9	1	2	109
28	O=C(COC(=O)c1cc[n+]([O-])cc1)Nc1c(Cl)cccc1C(F)(F)F
  106	106	107	108	-10	0	5	101
29	O=C(/C=C/c1cccs1)N1CCN(c2ccc(F)cc2)CC1
  92	92	77	108	-8	-1	12	92
30	CN(C)C(=O)C12CCC(C)(C(=O)C1Br)C2(C)C (configuration not stated)
  108	100	103	111	-1	-2	-3	99
31	O=C(CSc1nc2c(oc3ccccc32)c(=O)n1CC1CCCO1)NCc1ccccc1 (configuration not stated)
  108	94	102	108	-2	0	-1	101
32	O=[N+]([O-])c1ccc(NCc2ccccc2N2CCC(CO)CC2)nc1
  84	90	92	77	2	1	-6	88
33	O=C(Nc1cc(S(=O)(=O)Nc2ccc(Cl)cc2)ccc1O)c1ccc(F)cc1F
  96	96	109	87	4	111*	7	98
34	Cc1ccc(CN2CCCC(CO)(Cc3ccccc3C)C2)s1 (configuration not stated)
  99	109	101	104	6	1	7	101
35	CCOc1ccccc1NC(=O)C(c1ccccc1)N1CCN(CC(=O)N2CCOCC2)CC1 (configuration not stated)
  100	102	99	107	-7	1	8	98
36	COc1ccccc1/C=N/NC(=O)c1ccc(Br)cc1
  102	105	99	104	-7	9	10	99
37	CC1CCc2c(C(=O)NCCCN3CCOCC3)csc2C1 (configuration not stated)
  109	110	100	103	-6	0	6	100
38	COc1ccc(C)cc1NC(=O)N1CCCc2ccccc21
  101	115	102	97	5	10	5	109
39	Cc1cc(N2CC34C=CC(O3)C(C(=O)O)C4C2=O)no1 (configuration not stated)
  98	99	92	98	6	0	-6	96
40	CCN(CC)Cc1ccccc1Sc1ccccc1
  98	100	98	96	-1	0	8	99
41	CCC(C)NC(=O)CSc1nc2ccccc2c(=O)n1CCCC(=O)NCC1CCCO1 (configuration not stated)
  96	104	119	78	-6	-1	9	104
42	CCSc1nnc(NC(=O)CSc2nc(C)cc(C)n2)s1
  103	101	102	109	9	-3	8	104
43	COc1ccc(OCCC(=O)OCC(=O)NC(=O)NC(C)(C)C)cc1
  100	96	92	93	5	4	-4	92
44	O=C(O)C1Cc2ccccc2CN1S(=O)(=O)c1ccccc1 (configuration not stated)
  104	104	101	105	0	2	-1	100
45	CCOC(=O)C(C(=O)OCC)C1CS(=O)(=O)CC1C(C(=O)OCC)C(=O)OCC (configuration not stated)
  108	100	98	104	-7	1	2	102
46	CN(C)C(=O)Oc1cccc([N+](C)(C)C)c1
  109&93	105&100	108&89	101&93	0&4	-2&0	7&-1	105&98
47	COc1cc(CC(=O)Nc2ccc(N3CCOCC3)cc2)cc(OC)c1OC
  105	103	99	104	-1	1	-5	99
48	CC(=O)N1CSCC1C(=O)NNS(=O)(=O)c1ccccc1 (configuration not stated)
  107	103	95	111	6	1	9	101
49	Cc1ccc(C(=O)N2CCCC(C(=O)c3ccc(Oc4ccccc4)cc3)C2)cn1 (configuration not stated)
  100	95	91	102	-5	-1	6	94
50	Cc1ccc(CNn2cnnc2SCC(=O)NC(C)(C)C)cc1
  92	92	88	/	-2	10	7	95
51	CN(c1ccc(C(=O)NCCSC(C)(C)C)cc1)S(C)(=O)=O
  105	99	114	102	3	20	15	104
52	CCO[C@@H]1OC(C(=O)N2CCN(Cc3ccc4c(c3)OCO4)CC2)=C[C@H](C2CC2)[C@H]1CCCO
  92	94	91	103	7	-3	2	105
53	Cc1onc(-c2c(Cl)cccc2Cl)c1C(=O)N1CCSCC1
  /	117	/	/	-1	3	1	90
54	CCOC(=O)C1CCN(S(=O)(=O)c2cc(F)ccc2OC)CC1
  97	96	87	101	-5	-3	7	95
55	COC(=O)CSc1nc(N)nc(C)c1Br
  91	98	96	90	-1	2	-8	95
56	CCOc1ccc(N2CC(C(=O)N/N=C/c3sccc3C)CC2=O)cc1 (configuration not stated)
  107	106	101	106	-3	2	4	99
57	Cc1ccc(N2CCN(CC(O)COc3ccc([N+](=O)[O-])cc3)CC2)cc1 (configuration not stated)
  93	93	89	92	-1	1	-8	90
58	COC(=O)c1sccc1-n1cccc1C(=O)C(=O)N1CCOCC1
  91	87	85	94	-4	-1	7	98
59	O=C(NC1=NCCS1)C1CCN(S(=O)(=O)c2ccc(Cl)cc2)CC1
  95	93	94	94	14	0	13	95
60	COc1cc2c(cc1OC)C(c1cccnc1)CC(=O)N2 (configuration not stated)
  95	94	98	100	-6	9	8	95

# Further compounds follow.
# The line under a structure holds: AGP1 TOR yeast	MEP2 TOR yeast	CIT2 TOR yeast	LAP4-GFP MLPCN	procasp3 activ	AHR act	proCasp7 act	RPL19A-GFP yeast
61	COc1ccc(N2CCN(C(=O)c3ccc(N(C)S(=O)(=O)c4ccc(C)cc4)cc3)CC2)cc1
  110	105	102	117	-5	5	3	105
62	CCOC(=O)/C=c1\s/c(=C\c2sccc2C)c(=O)n1CC(=O)NCc1ccc(C)cc1
  28[may fluoresce violet]	106[may fluoresce violet]	?	107[may fluoresce violet]	-1	2	-9	95[may fluoresce violet]
63	CCOC(=O)C1=C(COC(=O)/C=C/c2ccc(OC)cc2OC)NC(=O)NC1C (configuration not stated)
  105	114	112	106	2	6	4	106
64	CC1CCN(CC(=O)Nc2ccccc2C(=O)c2ccccc2)CC1
  96	95	97	87	9	1	0	100
65	O=C(Nc1ccccn1)C1CCCN(c2ncnc3c2nc2n3CCCCC2)C1 (configuration not stated)
  97	96	98	92	5	10	10	98
66	CCOC(=O)CSc1nnc(NC(=O)C2CC(=O)N(c3ccc(F)cc3)C2)s1 (configuration not stated)
  98	94	94	105	6	-1	1	97
67	O=C(CSc1nnc(CNC(=O)c2cccs2)o1)c1ccc(Cl)cc1
  93	96	95	86	-4	8	1	93
68	Cc1nnc(SCC(=O)c2ccc(Cl)cc2)n(N)c1=O
  94	103	91	98	-9	36	-10	92
69	CC1CCN(CCc2nc3cc(NC(=O)Nc4ccccc4)ccc3n2C)CC1
  102	100	100	105	7	-3	4	99
70	Cc1ccc(-c2ccc(CO)o2)cc1N
  105	97	98	100	-3	2	-6	95
71	CC(C)C(=O)Nc1ccc(NC(=S)NC(=O)c2ccccc2F)cc1
  89	101	99	90	-2	-1	3	103
72	CCn1cc(Br)c(C(=O)NC(C)c2ccccc2)n1 (configuration not stated)
  104	103	106	98	-1	6	7	98
73	CC(=O)Oc1c(Cl)c(N2CCOCC2)c(OC(C)=O)c2ccccc12
  99	104	108	99	-6	4	1	102
74	Cc1ccc(C)c(Cn2nc(-c3ccccc3)ccc2=O)c1
  93	116	94	109	-3	4	1	102

# Quoted at random: 2 records from the list
# The line under a structure holds: AGP1 TOR yeast	MEP2 TOR yeast	CIT2 TOR yeast	LAP4-GFP MLPCN	procasp3 activ	AHR act	proCasp7 act	RPL19A-GFP yeast
65	O=C(Nc1ccccn1)C1CCCN(c2ncnc3c2nc2n3CCCCC2)C1 (configuration not stated)
  97	96	98	92	5	10	10	98
68	Cc1nnc(SCC(=O)c2ccc(Cl)cc2)n(N)c1=O
  94	103	91	98	-9	36	-10	92

# Screening results: PubChem, several laboratories

# Hits appear at their usual frequency. About 3.5% of those tested had a hit in this group.
